From PubChem BioAssay
Furin inh = human furin inhibitors, primary screen, biochemical, fluorescence intensity; purified furin, fluorogenic substrate cleavage; inhibition, % at 30 µM; actives 0.061% (n = 220,000); AID 463115, 2010; in the data active = inhibition above about 25%; note: inactives centre near -15
Target sequence (P09958 108-714 limits assumed): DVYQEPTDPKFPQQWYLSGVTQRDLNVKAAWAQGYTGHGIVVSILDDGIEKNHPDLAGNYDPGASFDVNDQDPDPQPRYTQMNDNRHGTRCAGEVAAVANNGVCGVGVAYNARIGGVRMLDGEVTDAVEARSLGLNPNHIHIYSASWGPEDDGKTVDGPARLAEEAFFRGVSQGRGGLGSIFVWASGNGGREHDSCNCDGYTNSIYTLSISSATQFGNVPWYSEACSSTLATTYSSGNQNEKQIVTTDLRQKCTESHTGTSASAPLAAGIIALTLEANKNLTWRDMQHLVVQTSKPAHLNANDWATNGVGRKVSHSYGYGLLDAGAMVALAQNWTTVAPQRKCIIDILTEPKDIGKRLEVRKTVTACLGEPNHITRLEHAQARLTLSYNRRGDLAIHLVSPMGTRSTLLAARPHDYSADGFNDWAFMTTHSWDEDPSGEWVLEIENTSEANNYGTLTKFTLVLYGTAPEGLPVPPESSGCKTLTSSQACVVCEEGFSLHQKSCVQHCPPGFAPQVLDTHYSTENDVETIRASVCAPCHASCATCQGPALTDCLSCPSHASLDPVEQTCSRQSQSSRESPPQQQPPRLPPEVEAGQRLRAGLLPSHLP
FXIa inh = human FXIa protease inhibitors, primary screen, biochemical, 1536-well; purified FXIa, Boc-Glu-Ala-Arg-AMC fluorogenic substrate; Coagulation factor XI (Homo sapiens), P03951; actives 0.14% (n = 220,000); AID 798, 2007; inhibition, % at 5 µM;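 active = inhibition of at least 40%; inactive = inhibition below 40%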;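 note: fluorescence of freed AMC excited at 355 nm; 0% = enzyme without compound and 100% = no enzyme blank; many of its hits are not listed in these tables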
KLK5 inh = human KLK5 protease inhibitors, primary screen, biochemical, 1536-well; Kallikrein-5 (Homo sapiens), Q9Y337; recombinant hK5, fluorogenic AMC substrate cleavage; inhibition, % at 5 µM; actives 0.59% (n = 210,000); AID 873, 2007;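 active = inhibition of 40% or more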;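 note: 0% = enzyme controls without compound and 100% = no-enzyme blanks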
Thrombin inh = human alpha-thrombin inhibitors, primary screen, counter-screen for coagulation protease inhibitor project, biochemical, 1536-well, fluorogenic AMC substrate; Prothrombin (Homo sapiens), P00734; Boc-VPR-AMC fluorogenic substrate cleavage; inhibition, % at 5 µM; actives 0.26% (n = 220,000);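 active = inhibition at or above 40%; inactive = inhibition below 40%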;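 note: 0% = enzyme with no compound and 100% = wells without enzyme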
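Material: human alpha-thrombin protein. Incubation: reaction at ambient temperature. Technique: fluorescence of released AMC, ex 355 nm, em 460 nm. Control set: no-compound enzyme wells and no-enzyme blanks. Also added: Boc-VPR-AMC substrate, 15 µM final. Buffer or medium: pH 7.5 Tris (50 mM) with NaCl 150 mM, Tween 20 0.05%.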
KCC2 mod = KCC2 cotransporter modulators, thallium flux, primary screen, cell-based, HEK293 KCC2, FluoZin-2 fluorescence, MLSMR. KCC2 cells, thallium flux FluoZin-2 fluorescence. actives 2.2% (n = 190,000). AID 1456, 2008. B-score of Tl+ flux slope (higher = more flux/activation; lower = inhibition) at 10 µM;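 active = thallium flux slope and its plate-corrected score both differing from the plate sample mean at a set confidence after two filtering rounds, in either direction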;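 note: slope of fluorescence scaled to starting intensity during 10 to 20 s after thallium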
FXIIa inh 1536 = human FXIIa protease inhibitors, primary screen, biochemical, 1536-well | AID 800, 2007 | actives 0.3% (n = 220,000) | purified FXIIa, Boc-QGR-AMC fluorogenic substrate, 2 h | inhibition, % at 5 µM; in the data active = inhibition above about 40%;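 note: 0% = enzyme with no compound and 100% = blank without enzyme; many of its hits are not listed in these tables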
Rad51 HR inh = human RAD51 strand exchange inhibitors, primary screen, biochemical, fluorescence. DNA repair protein RAD51 homolog 1 (Homo sapiens), Q06609. hRad51 DNA strand exchange, fluorescence dequenching. actives 0.085% (n = 200,000). AID 1385, 2008. inhibition, % at 10 µM;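 active = inhibition above 40% at the single screening dose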;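 note: 0% = DMSO control wells and 100% = blanks with heterologous ssDNA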
Target sequence (Q06609 whole entry, looked up): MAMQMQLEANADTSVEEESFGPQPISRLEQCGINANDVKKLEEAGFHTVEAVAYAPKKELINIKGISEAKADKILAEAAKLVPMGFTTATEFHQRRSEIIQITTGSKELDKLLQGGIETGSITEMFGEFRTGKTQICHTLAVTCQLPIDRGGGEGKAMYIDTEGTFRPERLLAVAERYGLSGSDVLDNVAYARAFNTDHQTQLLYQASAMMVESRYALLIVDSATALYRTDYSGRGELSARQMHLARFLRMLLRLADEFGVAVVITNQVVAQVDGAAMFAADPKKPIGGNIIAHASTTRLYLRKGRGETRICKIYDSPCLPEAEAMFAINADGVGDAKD
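Assay system: Human Rad51 nucleoprotein filaments preassembled on unlabelled ssDNA | Reagent: Donor/quencher-labelled 47-bp dsDNA substrate | Doses: One concentration, 10 µM final | Times: 37 °C 15-min filament assembly, 30-min compound preincubation, 15-min exchange | Technique: Fluorescein emission 520 nm, excitation 485 nm | Benchmarks: Plate control and blank wells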
PERK inhibitor = block of dimerizer-induced PERK translation repression, primary screen, PERK inhibitor project, CHO PERK-DD cells, SEAP luminescence, HTS; Eukaryotic translation initiation factor 2-alpha kinase 3 (Homo sapiens), Q9NZJ5; CHO PERK-DD fusion, SEAP luminescence translation reporter; actives 0.17% (n = 220,000); inhibition, % at 5.6 µM; AID 1416, 2008;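 active = inhibition above the mean inhibition of all tested compounds plus 3 SD, set separately per screening campaign, cut at about 2.9% in these data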;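 note: PERK kinase domain activated by AP20187 dimerizer at 100 nM; 0% = DMSO with dimerizer and 100% = rapamycin at 8.4 µM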
Calpain2 inh = inhibitors of pig calpain II, primary screen, biochemical, fluorogenic peptide substrate, 1536-well; purified calpain II, 30 min; inhibition, % at 16 µM; actives 0.37% (n = 220,000); AID 1236, 2008;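 active = inhibition above about 50%, limit read from the data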
Starred values were filed as active, the others as inactive; [ ] = dose if it differs, or a comment.

COC(=O)[C@@H]1C[C@H]2CC[C@H](O)C[C@H]2N1Cc1ccccc1OC(=O)c1cccs1 was read as Furin inh -27, FXIa inh -2, KLK5 inh 2, Thrombin inh 3, KCC2 mod -0.5, FXIIa inh 1536 4, Rad51 HR inh 4 and Calpain2 inh -14.
Nc1c2c(nc3sc4c(c13)CCCC4)CCCCCC2 was read as Furin inh -27, FXIa inh 7, KLK5 inh -10, Thrombin inh 0, KCC2 mod -0.16, FXIIa inh 1536 15, Rad51 HR inh 15, PERK inhibitor 1.0 and Calpain2 inh -2.
CCN(CC)CCCN(C(=O)c1cccs1)c1nc(-c2ccc(OC)cc2)cs1 was read as Furin inh -22, FXIa inh 3, KLK5 inh -2, Thrombin inh 3, KCC2 mod 0.13, FXIIa inh 1536 15, Rad51 HR inh -1, PERK inhibitor -1.8 and Calpain2 inh -15.
For Cc1oc(-c2ccccc2F)nc1CS(=O)CC(=O)NCc1cccs1 (stereo not drawn) the results were Furin inh -24, FXIa inh -4, KLK5 inh 15, Thrombin inh 8, FXIIa inh 1536 -3, Rad51 HR inh -1, PERK inhibitor 0.3 and Calpain2 inh -11.
For CCOC(=O)c1ccccc1NC(=O)COC(=O)C1=COCCO1 the results were Furin inh -16[20 µM], FXIa inh -7, KLK5 inh -13, Thrombin inh -7, KCC2 mod 0.011, FXIIa inh 1536 -3, Rad51 HR inh -11, PERK inhibitor 0.9 and Calpain2 inh -9.
Screening Cc1c(CCOC(=O)c2ccc(N3CCOCC3)c([N+](=O)[O-])c2)sc[n+]1CC#N returned Furin inh 3, FXIa inh 1, KLK5 inh 1, Thrombin inh -4, KCC2 mod -0.36, FXIIa inh 1536 9, PERK inhibitor 0.9 and Calpain2 inh 1.
`O=C(CCN1CCCCC1)N/N=C/c1ccc(Br)cc1` gave Furin inh -17, FXIa inh 4, KLK5 inh -19, Thrombin inh -3, KCC2 mod -0.07, FXIIa inh 1536 12, Rad51 HR inh 0, PERK inhibitor 0.2 and Calpain2 inh -14.
Screening Cn1c(Cn2c(=O)sc3ccccc32)nnc1SCc1ccccn1 returned Furin inh -14, FXIa inh 4, KLK5 inh 3, Thrombin inh 1, FXIIa inh 1536 9, Rad51 HR inh -8, PERK inhibitor 0.9 and Calpain2 inh -10.
For COC(=O)c1ccc(Sc2ccccc2NS(=O)(=O)c2ccc(NC(C)=O)cc2)nc1 the results were Furin inh -17[20 µM], FXIa inh -8, KLK5 inh -24, Thrombin inh -9, FXIIa inh 1536 -9, Rad51 HR inh -4, PERK inhibitor 0.3 and Calpain2 inh -39.
O=C(NCCCn1ccnc1)C(F)(F)C(F)(F)C(=O)NCCCn1ccnc1 was read as Furin inh -16[20 µM], FXIa inh 5, KLK5 inh -12, Thrombin inh -3, KCC2 mod 0.97, FXIIa inh 1536 6, Rad51 HR inh -10, PERK inhibitor -0.1 and Calpain2 inh -45.
`CCS(=O)(=O)N1CCN(C2CCC(C)CC2)CC1` (stereo not drawn) gave Furin inh -19, FXIa inh 7, KLK5 inh -39, Thrombin inh 1, KCC2 mod 0.87, FXIIa inh 1536 8, Rad51 HR inh 0, PERK inhibitor 0.9 and Calpain2 inh -13.
`COc1ccc(C(CNC(=O)c2ccc(S(=O)(=O)N3CCOCC3)cc2)N2CCCCC2)cc1` (stereo not drawn) gave Furin inh -21, FXIa inh -12, KLK5 inh 6, Thrombin inh -6, FXIIa inh 1536 -9, Rad51 HR inh -9, PERK inhibitor -1.1 and Calpain2 inh 2.
Screening COC(=O)[C@H](Cc1ccccc1)NC(=O)N1CCCCC1 returned Furin inh -17, FXIa inh 1, KLK5 inh -1, Thrombin inh 2, KCC2 mod -0.52, FXIIa inh 1536 4, Rad51 HR inh 13, PERK inhibitor -0.8 and Calpain2 inh -13.
Screening Cc1sc(NC(=O)CSc2nnnn2C2CCCCC2)c(C#N)c1C returned Furin inh -23[20 µM], FXIa inh 3, KLK5 inh -11, Thrombin inh 2, FXIIa inh 1536 7, PERK inhibitor 1.5 and Calpain2 inh -5.
For COc1cc(C=C2C(=O)OC(C)(C)OC2=O)ccc1OCC(=O)Nc1ccccc1 the results were Furin inh -7, FXIa inh -6, KLK5 inh -3, Thrombin inh 12, KCC2 mod -0.046, FXIIa inh 1536 -1, Rad51 HR inh -5, PERK inhibitor 0.3 and Calpain2 inh 28.
Screening Cc1ccc(-n2ncc3c(N4CCN(c5ccc(F)cc5)CC4)ncnc32)c(C)c1 returned Furin inh -20[20 µM], FXIa inh -3, KLK5 inh -26, Thrombin inh -5, KCC2 mod 0.9, FXIIa inh 1536 10, Rad51 HR inh 5, PERK inhibitor 0.4 and Calpain2 inh -24.
CCCC1c2ccc(C)n2CCN1C(=O)Nc1ccccc1Cl (stereo not drawn) was read as Furin inh -15, FXIa inh -2, KLK5 inh 2, Thrombin inh 0, KCC2 mod -0.54, FXIIa inh 1536 -1, Rad51 HR inh -2, PERK inhibitor 0.1 and Calpain2 inh -6.
CSCCC(NC(=O)C1CCC(C)CC1)C(=O)NCCN1CCC(C)CC1 (stereo not drawn) was read as Furin inh -5, FXIa inh -3, KLK5 inh -6, Thrombin inh -16, KCC2 mod 0.22, FXIIa inh 1536 2, Rad51 HR inh -14, PERK inhibitor 0.3 and Calpain2 inh -3.
`O=c1c2ccccc2nnn1Cc1ccccc1` gave Furin inh -13, FXIa inh 25, KLK5 inh -2, Thrombin inh -3, KCC2 mod -0.98, FXIIa inh 1536 4, Rad51 HR inh 14, PERK inhibitor -0.1 and Calpain2 inh 20.
Screening Fc1ccc(-c2[nH]ncc2-c2nnnn2-c2ccccc2)c(F)c1 returned Furin inh -2[20 µM], FXIa inh -9, KLK5 inh 2, Thrombin inh -4, KCC2 mod -0.44, FXIIa inh 1536 -1, Rad51 HR inh 0, PERK inhibitor 0.7 and Calpain2 inh -2.

A draw from above in order of count of non-hydrogen atoms, lowest first:
Nc1c2c(nc3sc4c(c13)CCCC4)CCCCCC2 was read as Furin inh -27, FXIa inh 7, KLK5 inh -10, Thrombin inh 0, KCC2 mod -0.16, FXIIa inh 1536 15, Rad51 HR inh 15, PERK inhibitor 1.0 and Calpain2 inh -2.
Screening Fc1ccc(-c2[nH]ncc2-c2nnnn2-c2ccccc2)c(F)c1 returned Furin inh -2[20 µM], FXIa inh -9, KLK5 inh 2, Thrombin inh -4, KCC2 mod -0.44, FXIIa inh 1536 -1, Rad51 HR inh 0, PERK inhibitor 0.7 and Calpain2 inh -2.
For COC(=O)c1ccc(Sc2ccccc2NS(=O)(=O)c2ccc(NC(C)=O)cc2)nc1 the results were Furin inh -17[20 µM], FXIa inh -8, KLK5 inh -24, Thrombin inh -9, FXIIa inh 1536 -9, Rad51 HR inh -4, PERK inhibitor 0.3 and Calpain2 inh -39.

Remaining list, next part.
`COc1ccc(NS(=O)(=O)c2cccc(N3CC(O)=C(c4ccccc4)C3=N)c2)cc1` gave Furin inh -8, FXIa inh -10, KLK5 inh 0, Thrombin inh 23, KCC2 mod -0.17, FXIIa inh 1536 -4, Rad51 HR inh -2, PERK inhibitor -0.1 and Calpain2 inh 18.
`Cc1cc(C)c2c(N)c(-c3nc4ccccc4[nH]3)sc2n1` gave Furin inh -14[20 µM], FXIa inh -13, KLK5 inh 4, Thrombin inh 4, KCC2 mod -0.71, FXIIa inh 1536 -4, Rad51 HR inh -4, PERK inhibitor -0.1 and Calpain2 inh 11.
`O=C1c2ccccc2C(O)(Cc2ccccc2)N1Cc1ccco1` (stereo not drawn) gave Furin inh -28[20 µM], FXIa inh 6, KLK5 inh -26, Thrombin inh 3, KCC2 mod -0.027, FXIIa inh 1536 14, Rad51 HR inh 5, PERK inhibitor 0.5 and Calpain2 inh -23.
Screening O=C(COC(=O)/C=C/c1nc2ccccc2s1)Nc1cccc2ccccc12 returned Furin inh -2, FXIa inh 4, KLK5 inh -19, Thrombin inh -8, KCC2 mod 0.21, FXIIa inh 1536 4, Rad51 HR inh 6, PERK inhibitor 1.0 and Calpain2 inh -12.
Nc1c(-c2cccc([N+](=O)[O-])c2)nc2ccccn12 was read as Furin inh -28, FXIa inh 7, KLK5 inh -1, Thrombin inh 3, KCC2 mod 0.54, FXIIa inh 1536 16, PERK inhibitor -0.5 and Calpain2 inh -29.
`CCc1nnc(NS(=O)(=O)c2ccc(Nc3ccc([N+](=O)[O-])c4nonc34)cc2)s1` gave Furin inh -6, FXIa inh 0, KLK5 inh 2, Thrombin inh 3, KCC2 mod -0.17, FXIIa inh 1536 6, PERK inhibitor -0.1 and Calpain2 inh -7.
`O=S(=O)(Cc1ccccc1)N1CCN(c2ccccc2)CC1` gave Furin inh -21[20 µM], FXIa inh 8, KLK5 inh 7, Thrombin inh 2, KCC2 mod 0.0036, FXIIa inh 1536 22, Rad51 HR inh -4, PERK inhibitor 1.2 and Calpain2 inh -12.
`CC(NC(=O)c1ccc(Br)o1)c1ccccc1` (stereo not drawn) gave Furin inh -34, FXIa inh 5, KLK5 inh 3, Thrombin inh -5, FXIIa inh 1536 11, Rad51 HR inh 0, PERK inhibitor 1.0 and Calpain2 inh -20.
Screening COC(=O)c1nonc1NCn1nnc2ccccc21 returned Furin inh -17, FXIa inh -19, KLK5 inh -2, Thrombin inh -4, FXIIa inh 1536 -11, Rad51 HR inh 0, PERK inhibitor -0.5 and Calpain2 inh -7.
For CCNC(=S)N(Cc1ccco1)Cc1cc2cc(OCC)ccc2[nH]c1=O the results were Furin inh -23, FXIa inh 0, Thrombin inh -4, KCC2 mod -0.41, FXIIa inh 1536 5, PERK inhibitor 0.8 and Calpain2 inh -56.
Screening CCn1nnnc1SCC(=O)c1ccc(NC(C)=O)cc1 returned Furin inh -12, FXIa inh -2, KLK5 inh -3, Thrombin inh -2, KCC2 mod 0.4, FXIIa inh 1536 4, Rad51 HR inh 1, PERK inhibitor 0.1 and Calpain2 inh -25.
`CCOC(=O)c1sc(NC(=O)Nc2ccccc2Cl)cc1C` gave Furin inh -3, FXIa inh -3, KLK5 inh -18, Thrombin inh -10, KCC2 mod -0.16, FXIIa inh 1536 -2, Rad51 HR inh -3, PERK inhibitor -0.8 and Calpain2 inh 0.
COc1cc(/C=C2/SC(N)=NC2=O)ccc1Oc1ccc([N+](=O)[O-])cc1[N+](=O)[O-] was read as Furin inh -18, FXIa inh 8, KLK5 inh 0, Thrombin inh -5, KCC2 mod 0.17, FXIIa inh 1536 10, Rad51 HR inh 1, PERK inhibitor 0.3 and Calpain2 inh -16.

A portion of the library; count on the stated rates, not on these rows.
